LMPTP block – LMPTP phosphatase inhibitors, primary screen, biochemical, fluorescence intensity, uHTS. AID 651560, 2012. 0.22% of 360,000 active. Low molecular weight phosphotyrosine protein phosphatase (Homo sapiens), P24666. inhibition, % at 20 µM. recombinant LMPTP-A, OMFP fluorogenic substrate;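 active = compounds that cut the enzyme signal by at least half of the control window in the single-dose screen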;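 also: plate controls were DMSO wells with enzyme plus substrate for no effect and substrate without enzyme for full effect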
Target sequence (P24666 whole entry, looked up): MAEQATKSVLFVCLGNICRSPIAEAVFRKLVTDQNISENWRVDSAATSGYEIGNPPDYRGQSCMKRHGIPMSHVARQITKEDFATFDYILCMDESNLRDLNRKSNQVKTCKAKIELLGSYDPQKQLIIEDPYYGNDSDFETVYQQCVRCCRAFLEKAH
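Buffer or medium: Bis-Tris pH 6.0, DTT, detergent; Assay system: LMPTP-A enzyme; Quantity: 0.625 nM enzyme; Detection: endpoint fluorescence intensity; Times: 50 min dark incubation at room temperature; Controls: substrate-only low control, DMSO enzyme-plus-substrate high control; Doses: single 20 µM dose; Read-out: percent inhibition versus substrate-only and uninhibited controls; Reagent: 400 µM OMFP.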
STEP block – STEP phosphatase inhibitors, primary screen, biochemical, fluorescence intensity, uHTS; Tyrosine-protein phosphatase non-receptor type 5 (Homo sapiens), P54829; inhibition, % at 20 µM; recombinant STEP, OMFP fluorogenic substrate; AID 588621, 2011; 0.25% of 360,000 active;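 active = inhibition at 20 µM, scaled per plate between control wells, above about 37%, limit read from the data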;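 also: 0% = DMSO with enzyme and substrate and 100% = substrate only without enzyme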
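System: STEP (striatal-enriched tyrosine phosphatase) enzyme, cell-free; medium: Bis-Tris pH 6.0 buffer with DTT, detergent; dosing: 20 µM, 1% DMSO; times: reaction 20 min, ambient temperature; detection: fluorescence, 480/540 nm; read-out basis: normalized % inhibition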
MsrA inhibitor – bovine MsrA enzyme inhibitors, primary screen, biochemical, absorbance, HTS; Methionine sulfoxide reductase A (Bos taurus); purified bovine MsrA, absorbance read-out; inhibition, % at 15.5 µM; 0.75% of 360,000 active; in the data active = inhibition above about 4.5%;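 also: 0% = vehicle wells with enzyme and 100% = reference inhibitor wells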
NadD block – inhibitors of S. aureus NadD, primary screen, biochemical, colorimetric, uHTS; Nicotinate-nucleotide adenylyltransferase NadD (Staphylococcus aureus N315); purified NadD enzyme, colorimetric absorbance read-out; inhibition, % at 20 µM; 0.78% of 360,000 active; AID 602399, 2012; in the data active = inhibition above about 26%; also: some compounds past the cut are filed as inactive
DNMT1 block – human DNMT1 methyltransferase inhibitors, primary screen, biochemical, molecular beacon, fluorescence, HinP1I cleavage, uHTS; DNA (cytosine-5)-methyltransferase 1 (Homo sapiens), P26358; inhibition (reported as % activation of signal), % at 10 µM; 0.83% of 360,000 active; AID 588458, 2011; in the data active = inhibition above about 50%
Tb MetRS inh – T. brucei MetRS inhibitors, primary screen, biochemical, luminescence. purified T. brucei MetRS, ATP depletion, Kinase-Glo luminescence. inhibition, % at 11.9 µM. methionyl-tRNA synthetase (Trypanosoma brucei brucei). AID 624268, 2012. 0.4% of 360,000 active;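 active = inhibition above a per-plate cutoff of the control wells' mean inhibition plus 3 SD, cut at about 5.5% in these data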;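 also: 0% = DMSO wells median and 100% = median of wells with control inhibitor compound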
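technique = Kinase-Glo luminescence, ATP depletion format | system = purified MetRS (methionyl-tRNA synthetase) enzyme from Trypanosoma brucei | timing = 15 min preincubation, 2 h reaction, all 25 °C | evaluation = percent inhibition versus plate control medians | dosing = single dose, 11.9 µM final nominal, 0.9% final DMSO | also added = substrates ATP, L-methionine and bulk Escherichia coli tRNA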
SUMO1-SIM PPI – modulators of SUMO1 protein-protein interactions, primary screen, biochemical, uHTS; AID 602429, 2012; inhibition, % at 20 µM; SUMO1 binding to a labelled peptide, TR-FRET, 1 h; 0.33% of 360,000 active; in the data active = inhibition above about 37%
CSN inh – inhibitors of CSN-mediated cullin deneddylation, primary screen, biochemical, fluorescence polarization, uHTS. COP9 signalosome complex subunit 5 (Homo sapiens), Q92905. Purified CSN, SCF-Nedd8-OG deneddylation. inhibition, % at 12.5 µM. 0.38% of 360,000 active. AID 651999, 2013;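 active = pattern-corrected inhibition above about 35%, with an unprinted fluorescence ratio check between 0.5 and 1.5, limit read from the data, passing the limit was not always enough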;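 also: 0% = enzyme with substrate and 100% = substrate without enzyme; some results filed as inactive read as strong as hits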
Target sequence (Q92905 whole entry, looked up, one chain of several): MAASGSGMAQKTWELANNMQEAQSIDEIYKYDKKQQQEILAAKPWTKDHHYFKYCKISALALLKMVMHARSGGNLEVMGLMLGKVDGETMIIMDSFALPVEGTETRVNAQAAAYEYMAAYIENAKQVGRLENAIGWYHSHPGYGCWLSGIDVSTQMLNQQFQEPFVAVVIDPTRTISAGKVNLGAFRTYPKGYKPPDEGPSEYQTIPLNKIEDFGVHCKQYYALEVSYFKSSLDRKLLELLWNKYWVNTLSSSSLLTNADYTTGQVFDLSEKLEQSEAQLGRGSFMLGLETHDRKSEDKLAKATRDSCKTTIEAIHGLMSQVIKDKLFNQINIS
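Assay system: purified human Csn5 enzyme expressed in HEK293T cells; measure: % inhibition; also added: SCFSkp2-Nedd8OG substrate at 10 nM final; technique: fluorescence polarization; times: reaction 90 min, room temperature; medium: Tris buffer pH 7.5, NaCl, DTT, Tween-20, trehalose, ovalbumin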
Rpn11 block – Rpn11 (PSMD14) deubiquitinase inhibitors, primary screen, biochemical, fluorescence polarization, uHTS | 0.59% of 360,000 active | calls only at 20 µM | human 26S proteasome, Ub4-pepOG fluorescence polarization; 20S core pre-blocked with epoxomicin;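 active = inhibition at 20 µM, scaled to each plate's controls, above about 33%, limit read from the data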
Target sequence (O00487 whole entry, looked up): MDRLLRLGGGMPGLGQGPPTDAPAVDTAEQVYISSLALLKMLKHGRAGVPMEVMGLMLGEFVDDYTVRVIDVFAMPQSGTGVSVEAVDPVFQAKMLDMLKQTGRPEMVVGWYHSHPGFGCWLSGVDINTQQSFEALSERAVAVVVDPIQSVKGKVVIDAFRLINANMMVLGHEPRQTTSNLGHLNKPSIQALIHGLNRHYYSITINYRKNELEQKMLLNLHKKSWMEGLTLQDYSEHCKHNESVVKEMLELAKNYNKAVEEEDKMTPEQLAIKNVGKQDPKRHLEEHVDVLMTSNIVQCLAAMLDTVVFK
Scp1 inh – Scp-1 phosphatase inhibitors, primary screen, biochemical, colorimetric, uHTS | Carboxy-terminal domain RNA polymerase II polypeptide A small phosphatase 1 (Homo … | Recombinant Scp1, phosphopeptide, malachite green phosphate absorbance | inhibition, % at 20 µM | 0.88% of 340,000 active;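 active = inhibition above about 50% at 20 µM, limit read from the data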;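 also: plate controls were DMSO wells with enzyme for no effect and wells lacking enzyme for full effect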
Target sequence (Q9GZU7 76-261 limits assumed): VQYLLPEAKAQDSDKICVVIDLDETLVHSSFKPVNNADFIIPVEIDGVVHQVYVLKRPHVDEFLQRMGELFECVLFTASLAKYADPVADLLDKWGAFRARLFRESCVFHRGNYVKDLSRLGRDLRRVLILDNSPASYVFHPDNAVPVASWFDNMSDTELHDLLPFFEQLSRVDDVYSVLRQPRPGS
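Test system: SCP-1 catalytic domain; Buffer or medium: Acidic Tris acetate buffer with magnesium and detergent; Also added: Phosphorylated 17-residue peptide substrate; Compound: single 20 µM dose, 1% DMSO; Schedule: enzyme reaction 45 min at room temperature, colour 5 min, stabilisation 30 min; Signal: Phosphate-binding colour reagent, absorbance read at 630 nm.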
* = called active by the depositor; i = inactive; . = not tested or not shown; + = active, no number.

cpd	mol	LMPTP block	STEP block	MsrA inhibitor	NadD block	DNMT1 block
1	CC1(c2nnc(-c3ccncc3)o2)CC(c2ccc(F)cc2)=NO1 (configuration not stated)	-1.3	-3	-0.8	0	2
2	CC(=O)c1cccc(NC(=O)c2ccc3c(c2)CCN3S(=O)(=O)c2ccccc2)c1	1.6	-1	0.8	-9	-2
3	CCc1nc2ccc(C(=O)NCCOc3ccc(OC)cc3)cn2c1N(C)CCCc1ccccc1	8.0	5	2.2	7	-21
4	Cc1ccc2occ(/C=C/C(=O)O)c(=O)c2c1	-0.4	4	1.4	5	-2
5	COc1ccc(S(=O)(=O)N2CCCCCC2)cc1N(C)S(=O)(=O)c1ccc(Cl)cc1	2.9	1	0.5	-9	-2
6	CCOc1ccc(S(=O)(=O)NCCc2ccccn2)cc1	0.1	-2	-0.7	-1	-3
7	O=C(CSCc1cccc(CSCC(=O)Nc2ccc3ccccc3c2)n1)Nc1ccc2ccccc2c1	4.1	2	-0.1	18	-5
8	CC(C)(C)NC(=O)COc1ccc(CNc2ccc3[nH]c(=O)[nH]c3c2)cc1	-1.8	0	1.3	6	-6
9	O=C(N/N=C/C(Cl)=C\c1ccccc1)c1cccs1	2.0	-2	3.6	-1	0
10	Cc1ncoc1C(=O)NCc1ccccc1Cl	-2.0	-2	.	0	1
11	COc1cccc(CC2(CO)CCCN(Cc3ccc4c(c3)OCCO4)C2)c1 (configuration not stated)	-1.2	8	0.8	-7	-1
12	CN(Cc1ccc(C(C)(C)C)cc1)C(=O)C1CCN(C(=O)Nc2ccccc2)CC1	-1.3	3	1.0	4	-1

cpd	Tb MetRS inh	SUMO1-SIM PPI	CSN inh	Rpn11 block	Scp1 inh
1	-0.4	-4	105	i	6
2	-0.6	0	-4	i	-11
3	-0.3	6	-3	i	.
4	-0.7	0	5	i	-12
5	-0.6	2	-1	i	-12
6	-0.1	0	-2	i	0
7	0.4	-2	4	i	13
8	-0.1	8	-3	i	-2
9	3.8	-29	-7	i	2
10	-0.5	-4	1	i	-4
11	-0.1	5	-1	i	-7
12	-0.4	-2	1	i	8

Following part:
cpd	mol	LMPTP block	STEP block	MsrA inhibitor	NadD block	DNMT1 block
13	Cc1nn(C)c(Cl)c1CN1CCCC(C(=O)Nc2cccc(-n3cccn3)c2)C1 (configuration not stated)	0.2	0	-0.4	-6	0
14	COc1ccccc1NC(=O)CC1S/C(=N/N=C(\C)C2CCCCC2)NC1=O (configuration not stated)	0.7	1	-0.3	0	1
15	CC(C)c1ccc(NC(=O)Nc2nc(CN)cs2)cc1	-3.5	-2	-0.1	-4	-3
16	O=C(c1cc([N+](=O)[O-])ccc1N1CCCC1)N1CCCC1	-0.3	-2	0.6	-10	-1
17	O=C(C1=C(O)C(=O)N(Cc2ccco2)C1c1cccc([N+](=O)[O-])c1)c1ccco1 (configuration not stated)	1.0	3	2.4	1	4
18	N=c1c2c(-c3ccccc3)c(-c3ccccc3)oc2ncn1CCN1CCOCC1	-0.1	2	1.8	-2	-2
19	COc1ccc(CN(Cc2ccccn2)C(=O)CN2C(=O)C(C)Oc3ccccc32)cc1 (configuration not stated)	-0.3	2	0.4	-3	-2
20	COc1ccc(S(=O)(=O)N2CCC(=O)N2)cc1	-1.0	-5	1.0	-5	1
21	CC(C)CN1CCN(Cc2c[nH]c3ccccc23)CC1CCO (configuration not stated)	1.7	2	1.4	-1	-6
22	COc1ccc(NC(=O)CSc2ncnc3sc(C)cc23)cc1	-0.7	1	-1.2	-1	-1
23	O=[N+]([O-])c1ccc(Cc2ccccn2)c([N+](=O)[O-])c1	-0.4	0	-0.8	-3	-2
24	C[C@H]1CN=C(Nc2ccccc2)N1CCC1CCCC1	-1.6	6	-0.6	-4	2

cpd	Tb MetRS inh	SUMO1-SIM PPI	CSN inh	Rpn11 block	Scp1 inh
13	-1.0	2	0	i	-2
14	-0.1	0	1	i	1
15	-0.2	-11	0	i	.
16	-0.4	-19	-1	i	-7
17	-0.4	-10	-3	i	4
18	-0.2	-13	6	i	2
19	-0.2	-1	-3	i	0
20	0.3	-8	5	i	38
21	-0.8	1	1	i	-5
22	0.3	2	-3	i	-4
23	-0.6	-30	1	i	-7
24	-0.2	2	-2	i	0

Compound profiles, from the list above. Values in the order: LMPTP block, STEP block, MsrA inhibitor, NadD block, DNMT1 block, Tb MetRS inh, SUMO1-SIM PPI, CSN inh, Rpn11 block, Scp1 inh
`C[C@H]1CN=C(Nc2ccccc2)N1CCC1CCCC1` across the screens: -1.6, 6, -0.6, -4, 2, -0.2, 2, -2, i, 0
`COc1ccc(CN(Cc2ccccn2)C(=O)CN2C(=O)C(C)Oc3ccccc32)cc1` (configuration not stated) across the screens: -0.3, 2, 0.4, -3, -2, -0.2, -1, -3, i, 0
`COc1ccc(NC(=O)CSc2ncnc3sc(C)cc23)cc1` across the screens: -0.7, 1, -1.2, -1, -1, 0.3, 2, -3, i, -4
`CC(C)CN1CCN(Cc2c[nH]c3ccccc23)CC1CCO` (configuration not stated) across the screens: 1.7, 2, 1.4, -1, -6, -0.8, 1, 1, i, -5
`CC(C)c1ccc(NC(=O)Nc2nc(CN)cs2)cc1` across the screens: -3.5, -2, -0.1, -4, -3, -0.2, -11, 0, i, .

Next compounds follow.
cpd	mol	LMPTP block	STEP block	MsrA inhibitor	NadD block	DNMT1 block
25	CC1CCCN(CCOc2cccc(Oc3ccccc3)c2)C1 (configuration not stated)	-1.2	-1	-0.8	-9	1
26	O=C(NCc1ccc(F)cc1Cl)C1CC(=O)N(C2CCCCCCC2)C1 (configuration not stated)	-0.4	0	-1.2	-8	2
27	COc1ccc(-c2cc(C3CC3)nc(SCC(=O)c3cccs3)c2C#N)cc1	0.4	1	1.1	4	-2
28	CC1Oc2ccccc2C=C1/C=N/NC(=O)[C@@H](C)NC(=O)OC(C)(C)C (some centres not stated)	-0.2	2	2.7	-3	1
29	CCn1nnc2c(=O)oc3ccccc3c21	-0.9	-2	0.0	0	2
30	CC1C=CC(C)C(C(=O)O)C1C(=O)O (configuration not stated)	-1.1	3	0.6	2	61*
31	Cc1ccc2nc(-c3ccc(NC(=O)Cc4cccs4)cc3)[nH]c2c1	11	6	2.6	-1	0
32	CN(C)N1C(N)=C(C#N)C(c2cccnc2)C2=C1CCCC2=O (configuration not stated)	-2.6	-4	-0.6	-4	-1
33	CC(OC(=O)c1nccnc1N)C(=O)Nc1ccc(S(=O)(=O)N2CCCC2)cc1 (configuration not stated)	0.6	-1	0.1	-5	0
34	N#Cc1ccc(OCC(=O)N2CCN(S(=O)(=O)c3cccc(Cl)c3)CC2)cc1	0.5	1	0.5	-3	5
35	Cc1nnc(C)n1/N=C/c1ccc(C(=O)O)cc1	-0.5	0	-1.7	10	9
36	COc1cc(C(=O)CSc2nnc(-c3ccc(O)cc3)n2CC2CCCO2)ccc1NC(C)=O (configuration not stated)	-0.6	-2	0.9	3	0

cpd	Tb MetRS inh	SUMO1-SIM PPI	CSN inh	Rpn11 block	Scp1 inh
25	-1.0	4	-2	i	-5
26	-0.6	7	-3	i	-3
27	-0.6	-46	2	i	-18
28	-0.6	-9	-3	i	-14
29	-0.2	1	0	i	-7
30	-1.5	9	13	i	86*
31	-0.5	10	-1	i	7
32	-0.5	0	-2	i	-1
33	-0.6	-10	1	i	4
34	-0.3	0	3	i	-8
35	-0.7	-4	0	i	-5
36	0.1	-3	6	i	0

Continued:
cpd	mol	LMPTP block	STEP block	MsrA inhibitor	NadD block	DNMT1 block
37	O=C(Nc1cccc(-c2cc3ccccc3oc2=O)c1)c1ccc(Br)o1	2.5	-1	2.9	-2	-7
38	CN(C)CCNC(=O)C(=O)NCC1OCCN1S(=O)(=O)c1ccc(F)cc1 (configuration not stated)	-7.6	-3	-0.1	5	4
39	O=C(CCN1C(=O)[C@H]2CC=CC[C@H]2C1=O)NCc1nc(-c2ccccc2)no1	-1.6	2	0.3	-1	-3
40	CCOC(=O)c1sc(NC(=O)CN2CCCC2)c(C(=O)OCC)c1C	-0.6	-3	-0.5	0	0
41	COc1ccccc1C=NN=C1c2ccccc2-c2ccccc21	2.4	-1	0.4	5	1
42	O=C(Cc1ccccc1F)Nc1nc(-c2cccs2)cs1	3.4	1	-0.3	6	-7
43	O=C(NCc1ccccc1)Nc1cccn(Cc2ccc(Cl)cc2)c1=O	0.3	-2	0.1	-8	0
44	O=C(Nc1nccs1)c1ccc(-c2ccc([N+](=O)[O-])cc2)o1	28	2	2.7	5	10
45	CSc1cccc(NC(=O)C2C3C=CC4(O3)C2C(=O)N(CCCN2CCOCC2)C4C(=O)NC2CCCCC2)c1 (configuration not stated)	-2.2	-2	-0.2	-2	-1
46	C/C(=N\NC(=S)Nc1c(C)cccc1C)c1ccc(O)cc1	-0.8	-2	-0.1	4	0
47	O=C(NC1CCN(C(=S)Nc2ccc(F)cc2)CC1)c1ccco1	0.5	2	0.4	3	2

cpd	Tb MetRS inh	SUMO1-SIM PPI	CSN inh	Rpn11 block	Scp1 inh
37	-1.0	-9	1	i	-13
38	-0.4	-20	0	i	.
39	-0.8	-5	-3	i	5
40	-1.0	3	-3	i	7
41	-0.3	-3	0	i	-13
42	-0.9	-4	8	i	-9
43	-0.7	1	2	i	-1
44	0.9	-6	17	+	9
45	-0.7	4	-6	i	-6
46	0.4	-6	-3	i	-9
47	-1.0	5	1	i	6

Bioassay records deposited in PubChem by several laboratories.

Rows are unselected. About 3.9% of those tested had a hit in this group.
